Source: PubChem
ARFGAP1 inh: rat ARFGAP1 inhibition; Q62848; Arfgap1-stimulated ARF1 GTP hydrolysis, GDP FP detection; inhibition, % at 16.5 µM; 0.26% of 360,000 active; AID 651572;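 active means inhibition above a per-plate limit, mean inhibition of low control wells plus 3 SD, cut at about 25% in these data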;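 further: 0% = DMSO wells with enzyme and 100% = wells lacking Arfgap1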
Target sequence (Q62848 1-136 limits assumed): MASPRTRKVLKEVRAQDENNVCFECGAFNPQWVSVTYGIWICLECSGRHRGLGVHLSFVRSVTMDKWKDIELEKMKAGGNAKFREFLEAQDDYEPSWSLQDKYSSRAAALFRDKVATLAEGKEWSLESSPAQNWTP
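Material: rat Arfgap1 catalytic domain, aa 1-136; also added: human ARF1(Δ1-17)-GTP substrate; compound dosing: one concentration, 16.5 µM, DMSO 1.26%; incubation: GTP hydrolysis reaction 2 h at 25 °C; measured by: Tracer-displacement fluorescence polarization with EDTA stop, 620/688 nm; evaluation: % inhibition from polarization; repeats: one replicate per compound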
DDE Tn7 FP inh: disrupts Tn7 cyclic peptide binding to fibrin D-Dimer-E complex. P02675. FP displacement of FITC-Tn7 peptide from fibrin DD(E); 0% = median of compound wells per plate. inhibition, % at 8.3 µM. 0.13% of 370,000 active. AID 720508;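 active means inhibition above the mean of compounds falling within the control limits plus 3 SD of them, cut at about 14% in these data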;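 further: 0% = plate median of compound wells and 100% = 10 µM Aha-Tn7 peptide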
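Assay system: Human fibrin DD(E) protein | Medium: Tris buffer with calcium and detergent, pH 7.8 | Reagent: 0.1 µM fluorescent Tn7 | Compound dosing: Single point at 8.3 µM | Times: 10 min preincubation, 3 h with tracer, room temperature | Detection: Fluorescence polarization of the labelled Tn7 tracer | Controls: Aha-Tn7 high control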
DDE Tn6 FP inh: DD(E)-Tn6 binding inhibition, primary FP screen; AID 720509; Fibrin DD(E) TRITC-Tn6 fluorescence polarization displacement; P02675; 0.21% of 370,000 active; inhibition, % at 8.3 µM;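 active means inhibition above a per-campaign cutoff: mean of compounds within control limits plus 3 SD, cut at about 15% in these data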;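 further: 0% = median of all compound wells on the plate and 100% = blocking peptide control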
HGIII-sPLA2 inh: Inhibits HGIII-sPLA2 liposome hydrolysis, primary screen. QFRET BODIPY PC-A2 liposome hydrolysis, fluorescence. 0.56% of 370,000 active. inhibition, % at 12.2 µM. Q9NZ20;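 active means inhibition above mean plus 3 SD of compounds lying within the high and low control bounds, cut at about 19% in these data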;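 further: 0% = median of test compound wells and 100% = no enzyme DMSO wells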
Target sequence (Q9NZ20 whole entry, looked up): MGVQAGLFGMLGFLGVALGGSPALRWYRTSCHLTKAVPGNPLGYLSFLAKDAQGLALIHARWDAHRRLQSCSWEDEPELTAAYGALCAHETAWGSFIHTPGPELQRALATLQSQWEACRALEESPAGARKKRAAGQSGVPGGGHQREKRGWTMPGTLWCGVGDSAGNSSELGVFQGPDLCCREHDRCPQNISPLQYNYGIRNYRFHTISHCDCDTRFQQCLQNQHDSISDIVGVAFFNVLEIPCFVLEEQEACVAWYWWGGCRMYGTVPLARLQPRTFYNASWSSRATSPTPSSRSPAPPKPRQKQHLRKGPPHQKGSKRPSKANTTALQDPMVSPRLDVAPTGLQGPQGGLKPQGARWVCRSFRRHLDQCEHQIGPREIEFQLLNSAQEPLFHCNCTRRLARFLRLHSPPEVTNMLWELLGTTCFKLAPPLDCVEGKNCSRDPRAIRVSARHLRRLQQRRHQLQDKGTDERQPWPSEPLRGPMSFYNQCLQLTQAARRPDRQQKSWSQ
ASAP1 inh: ASAP1 ArfGAP inhibition | 0.19% of 360,000 active | Q9ULH1 | ASAP1-stimulated ARF1 GTP hydrolysis, GDP FP detection | inhibition, % at 16.5 µM; in the data active means inhibition above about 25%;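 further: 0% = vehicle with enzyme and substrate and 100% = no enzyme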
Target sequence (Q9ULH1 325-724 limits assumed): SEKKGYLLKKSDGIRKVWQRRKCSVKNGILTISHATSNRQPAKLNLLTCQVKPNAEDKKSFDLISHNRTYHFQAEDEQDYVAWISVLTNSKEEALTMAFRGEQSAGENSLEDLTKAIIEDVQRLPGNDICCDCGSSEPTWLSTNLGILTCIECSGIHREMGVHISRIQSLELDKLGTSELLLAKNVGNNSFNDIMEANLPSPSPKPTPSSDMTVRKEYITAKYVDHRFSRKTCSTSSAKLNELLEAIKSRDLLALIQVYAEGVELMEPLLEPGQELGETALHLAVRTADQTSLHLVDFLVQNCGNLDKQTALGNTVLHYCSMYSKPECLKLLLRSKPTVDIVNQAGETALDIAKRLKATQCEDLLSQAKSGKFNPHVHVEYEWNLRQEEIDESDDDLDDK
UHRF1 MBD2 ctr: UHRF1 methyl-DNA binding inhibition; inhibition, % at 4.4 µM; 0.75% of 370,000 active; Q96T88; UHRF1 binding to methylated oligo, TR-FRET; in the data active means inhibition above about 21%;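 further: UHRF1 SRA domain binding a hemimethylated CpG hairpin DNA probe; 0% = median of test compound wells and 100% = reference inhibitor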
NR1D1 modulator: modulators of human Rev-erb alpha DNA binding | Rev-erbα–FITC-DNA binding, fluorescence polarization, 90 min | 0.79% of 370,000 active | P20393 | AID 1259318 | activity, % at 10 µM;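 active means activity above about 14%, limit read from the data; passing the limit was not always enough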;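 further: 0% = DMSO wells with 35 nM protein and 100% = DMSO wells with 750 nM protein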
PLCg1 inh: inhibitors of human phospholipase C gamma1 | 0.84% of 370,000 active | AID 720700 | inhibition, % at 12.2 µM | purified PLC-gamma1, fluorogenic substrate, fluorescence; in the data active means inhibition above about 9.5%
KLK7 zymogen act: activators of human kallikrein-7 zymogen | purified proKLK7, EDANS-DABCYL substrate fluorescence; 100% is mature enzyme control, 0% vehicle | activation, % at 7 µM | 0.9% of 370,000 active | P49862;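 active means activation above the mean of all tested compounds plus 3 SD, computed per campaign excluding outliers beyond control limits, cut at about 13% in these data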
PLC-beta3 inh: PLC-beta3 (human) inhibition, primary screen | Purified PLC-beta3, fluorogenic substrate, fluorescence | inhibition, % at 12.2 µM | 0.18% of 370,000 active | Q01970; in the data active means inhibition above about 11%;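 further: 0% = median of compound wells on plate and 100% = full blocker control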
The depositor's hits bear a star; · = not tested or not shown.

ARFGAP1 inh,DDE Tn7 FP inh,DDE Tn6 FP inh,HGIII-sPLA2 inh,ASAP1 inh,UHRF1 MBD2 ctr,NR1D1 modulator,PLCg1 inh,KLK7 zymogen act,PLC-beta3 inh,compound
0,6,0,-18,-9,-3,9,2,-0.4,0,COc1ccc(S(=O)(=O)NC(C)CCc2ccccc2)cc1 (stereo unspecified)
-6,-3,3,9,-7,4,0,4,24*,0,O=C1C(C2=NC(c3ccccn3)C3C(=O)N(c4ccccc4)C(=O)C23)=C(O)c2ccccc21 (stereo unspecified)
11,-2,-9,-6,3,2,-1,1,-0.2,-7,COC(=O)C1(c2ccccc2)NC(c2ccc(O)cc2)C2C(=O)N(c3ccc4c(c3)OCO4)C(=O)C21 (stereo unspecified)
4,-2,-1,1,7,-2,4,1,0.9,-7,Cc1c(/C=N/NC(=O)c2ccc(Br)o2)cnn1C
5,4,9,7,-1,1,-11,3,0.6,2,CC(C)(C)S(=O)(=O)N1C[C@@H]2CC(=O)C(CCO)=C2[C@H]1CCO
0,3,-2,-1,12,8,-1,-4,0.6,-6,N#CC1=C(N)OC2=C(C(=O)CCC2)C1C1CC=CCC1 (stereo unspecified)
9,3,0,2,-15,2,-1,3,0.2,-7,O=C(Nc1cccc(F)c1)N1CCN(C(=O)c2ccco2)CC1
-8,2,-9,-30,2,0,-5,0,0.0,-13,COc1ccc(/C=C2/SC(=S)N(NS(=O)(=O)c3ccccc3)C2=O)cc1
14,3,4,-14,2,6,0,5,-0.2,-10,CC1Sc2ccc(S(=O)(=O)CCC(=O)NCc3ccc(Cl)cc3)cc2NC1=O (stereo unspecified)
-4,-7,-6,-1,-4,0,4,-2,-0.7,0,CCOC(=O)CN1C(=O)[C@]2(OCCC=C[C@H]2C)c2c(Br)cccc21
2,1,-3,11,-9,3,-2,-1,-0.5,-8,O=C(c1cccc([N+](=O)[O-])c1)N1CCc2ccccc21
2,1,0,8,16,0,-7,1,-0.2,2,Cc1ccnc(NC(=O)Cn2c(=O)oc3cc(S(=O)(=O)N4CCCC4)ccc32)c1
18,-8,-11,-1,-5,-1,-10,-2,0.2,6,CC(OC(=O)CCN=C1NS(=O)(=O)c2ccccc21)C(=O)Nc1ccccc1F (stereo unspecified)
·,1,-9,2,·,1,-8,5,-0.4,-3,COc1ccc(-n2c(SCC(=O)Nc3ccccc3-c3ccccc3)nnc2-c2ccccc2)cc1
9,3,-8,-2,2,-3,1,-5,-1.1,-5,COc1ccc(NCC(=O)Nc2ccc(C#N)cc2)cc1Cl
-4,-10,5,-2,-1,0,-8,3,0.0,1,Cc1nn(C)cc1C(N)=O
-8,6,-2,11,-8,0,-5,-2,-0.1,-5,COc1ccc(-n2nc(C(=O)NCC(=O)NCCN(C)C)c3ccccc3c2=O)c(OC)c1
5,2,1,4,-3,-1,-4,0,0.6,2,CCOc1ccc(CN2C(=O)CCC2(C)C(=O)NCc2cccnc2)cc1 (stereo unspecified)
11,7,3,4,-9,0,-5,0,0.3,3,COCCCNc1ncnc2nc[nH]c12
-6,3,-1,4,1,-1,-4,-3,-0.8,-2,CCc1ccc(NC(=O)C2CCCCC2C(=O)O)cc1 (stereo unspecified)
2,10,1,-9,-9,2,0,3,0.5,-1,CCOC(=O)[C@H]1[C@H]2COc3cc(OC)ccc3[C@@H]2N2C(=O)CN(Cc3ccc(Cl)cc3)C(=O)[C@@]12C
-3,5,-9,-17,-10,0,-6,-93,-0.9,-116,Cc1sc(NC(=O)CSc2n[nH]c(N)n2)c(C#N)c1C
1,-1,9,-8,-14,-1,1,-2,0.1,-7,COc1ccc(C=O)cc1CSc1ccccn1
0,1,1,-3,-16,0,0,3,0.1,2,Nc1ncnc2c1ccn2[C@H]1CN(Cc2ccc(Cl)cc2)C[C@@H](CO)O1

A draw from above in order of molecular weight, low to high:
ARFGAP1 inh,DDE Tn7 FP inh,DDE Tn6 FP inh,HGIII-sPLA2 inh,ASAP1 inh,UHRF1 MBD2 ctr,NR1D1 modulator,PLCg1 inh,KLK7 zymogen act,PLC-beta3 inh,compound
1,-1,9,-8,-14,-1,1,-2,0.1,-7,COc1ccc(C=O)cc1CSc1ccccn1
-6,3,-1,4,1,-1,-4,-3,-0.8,-2,CCc1ccc(NC(=O)C2CCCCC2C(=O)O)cc1 (stereo unspecified)
18,-8,-11,-1,-5,-1,-10,-2,0.2,6,CC(OC(=O)CCN=C1NS(=O)(=O)c2ccccc21)C(=O)Nc1ccccc1F (stereo unspecified)
11,-2,-9,-6,3,2,-1,1,-0.2,-7,COC(=O)C1(c2ccccc2)NC(c2ccc(O)cc2)C2C(=O)N(c3ccc4c(c3)OCO4)C(=O)C21 (stereo unspecified)
2,10,1,-9,-9,2,0,3,0.5,-1,CCOC(=O)[C@H]1[C@H]2COc3cc(OC)ccc3[C@@H]2N2C(=O)CN(Cc3ccc(Cl)cc3)C(=O)[C@@]12C

(cont.)
ARFGAP1 inh,DDE Tn7 FP inh,DDE Tn6 FP inh,HGIII-sPLA2 inh,ASAP1 inh,UHRF1 MBD2 ctr,NR1D1 modulator,PLCg1 inh,KLK7 zymogen act,PLC-beta3 inh,compound
-7,0,1,6,-8,-1,6,-46,-27,-66,COc1ccc(/C=C/C(=O)c2cc3cccc(OC)c3oc2=O)cc1
3,-7,-11,-2,6,2,0,0,-0.2,-3,O=C(O)CN1C(=O)SC(Nc2ccc(Cl)cc2)C1=O (stereo unspecified)
3,1,6,-2,-10,-2,8,4,0.4,-3,CC(OC(=O)/C=C/c1ccccc1Cl)C(=O)NC1CCCCC1C (stereo unspecified)
1,0,-1,8,9,4,2,-1,-0.3,2,Cc1cccc(C)c1NC(=S)Nc1c(C)n(C)n(-c2ccccc2)c1=O
·,-3,3,-5,·,-3,49*,-13,-3.4,-24,N#Cc1ccccc1N1CCN(C(=O)C2CCN(c3ncnc4c3sc3cccc(F)c34)CC2)CC1
9,0,-2,-4,-6,1,4,1,0.6,-2,COc1cccc(C(=O)Nc2ccc(N3CCN(C(=O)c4cccs4)CC3)cc2)c1
-4,-6,1,-15,1,-2,-3,-9,-0.1,-12,COc1cccc(C(O)c2nc(/C=C/c3ccccc3)cs2)c1 (stereo unspecified)
1,4,-3,-2,1,1,1,-3,-0.1,-14,CCC(CC)NC(=O)c1ccc2c(c1)OCCO2
5,-1,2,-5,-10,-1,1,1,0.3,2,Cc1ccc(CCNC(=O)C2CCN(C(=O)c3sccc3-n3cccc3)CC2)cc1
1,6,0,5,5,2,-3,2,0.1,-2,Cc1ccc(C(=O)NCc2nnc3c(C(F)(F)F)cc(Cl)cn23)o1
7,5,-10,4,14,10,-6,4,0.3,-5,O=C(Oc1cccc(-n2cnnn2)c1)c1ccccc1Cl
-16,5,-7,9,5,1,-1,1,0.4,-1,CNC[C@@H]1Oc2cc(Br)ccc2S(=O)(=O)N([C@H](C)CO)C[C@@H]1C
4,1,-1,19,10,3,-4,8,-0.1,6,Cc1ccc(Nc2nc(N)nc(CCl)n2)cc1
-2,8,-3,4,3,2,0,0,-0.7,-1,O=C(c1cccnc1)N1CCN(C(=O)c2ccccc2F)CC1
4,-1,1,-7,5,1,-2,0,0.8,-2,COc1ccc(S(=O)(=O)N2CCc3ccccc32)cc1C(=O)OCc1c(C)noc1C
9,0,6,-5,2,-1,-1,0,0.1,1,NC(=O)c1ccc(NC(=O)C2CCCO2)cc1 (stereo unspecified)
-3,3,4,9,-5,2,3,4,-0.2,-4,CC(C)C(CO)N1CCN(Cc2ccccc2)CCC1=O (stereo unspecified)
-6,-3,5,4,-9,-2,7,3,0.4,2,CSc1c(-c2ccccc2)nc2ccc(Cl)cc2c1C(=O)O
5,-7,-2,-3,14,2,-4,-2,-0.4,1,COc1cc(C(=O)C(=O)N2CCN(c3ccc(C)cc3)CC2)cc2ccccc12
5,9,5,3,-6,-3,-3,1,1.0,-3,Cc1cc(C(=O)Nc2ccc(N3CCCCC3)cc2)no1
2,-2,-6,-4,7,-1,6,-39,0.8,-43,Clc1ccc(C2=NN=C3COc4ccccc4N3C2)cc1
12,5,2,-28,3,-3,0,-6,-0.1,-6,CCOC(=O)C1CCN(S(=O)(=O)c2ccc3c(c2)CC(=O)N3)CC1
-2,1,6,1,-8,0,4,4,-0.3,-2,Cc1nc2ccccc2nc1OCC(=O)Nc1cc(C(F)(F)F)ccc1N1CCOCC1
4,3,-22,12,9,-1,6,-141,-7.6,-155,c1ccc2sc(Nc3nc4cc5c(cc4s3)OCO5)nc2c1
-2,5,2,0,-8,2,-3,0,0.2,-5,CC(C)c1ccc(/C=N/NC(=O)C2CCCC2)cc1
-13,-5,9,-12,6,-1,2,-2,0.6,2,CCCC(=O)NC(NC(=S)Nc1ccc(S(N)(=O)=O)cc1)C(Cl)(Cl)Cl (stereo unspecified)
-7,1,-2,-7,0,0,1,1,0.0,0,O=C(Nc1ccc2c(c1)OCO2)C1CC(c2ccccc2Cl)=NO1 (stereo unspecified)
4,-5,-3,2,2,0,4,-1,0.1,-2,CCOC(=O)N1CCC(NC(=O)c2cc(C(=O)Nc3cccc(OC)c3)ccc2CO)CC1
12,-5,-1,-12,0,4,3,0,0.5,2,O=C1NC[C@H](Cc2ccccc2)N(C[C@@H]2CCCN2C[C@H](Cc2ccc(O)cc2)N2C[C@H](Cc3ccc(O)cc3)N(CC3CCCCC3)C(=O)C2=O)C1=O
12,-1,-3,-3,0,-2,-5,-2,-0.3,-1,C=C(C1=CCN(S(=O)C(C)(C)C)[C@@H]1CCO)c1ccccc1 (stereo partly specified)
8,-5,-5,3,13,0,3,6,0.5,1,NC(CC(=O)O)c1cccc(OCc2ccccc2)c1 (stereo unspecified)
-15,1,-7,-16,4,-1,0,-3,-0.1,-6,Cc1ccc(NCc2nc(SCC(=O)Nc3ccccc3)n[nH]2)cc1
2,-1,-8,10,8,4,0,1,-0.1,-1,COc1cc(C(=O)N2CCCCC2c2cc(C(=O)NCc3cccnc3)no2)cc(OC)c1C (stereo unspecified)
-2,-1,-1,0,-4,0,-4,3,0.4,-1,O=C(Cc1ccc(Cl)cc1)Nc1ccc(C(=O)N2CCOCC2)cc1
8,3,-4,2,-5,2,4,-2,0.1,2,O=C(Cn1cc2c(n1)CCCC2)NCc1ccccn1
-7,-1,-1,-2,-5,-3,4,5,-0.3,-3,O=C(COc1coc(CN2CCc3ccccc3C2)cc1=O)Nc1ccc([N+](=O)[O-])cc1
-5,1,10,12,2,0,1,1,0.3,1,O=C(O)CC(CC(=O)O)c1ccsc1
7,3,-2,-1,2,-1,-2,1,0.1,3,COc1ccccc1C(=O)NCC(=O)OCC(=O)N1CC(C)OC(C)C1 (stereo unspecified)
-4,-2,8,-10,3,13,3,0,0.5,1,CCN(CC)S(=O)(=O)c1ccc(NC(=O)c2cccs2)cc1
0,8,1,2,11,-1,4,-1,-0.4,-5,Cc1noc2ncnc(Oc3ccc(Cl)cc3Cl)c12
1,0,1,-35,-7,-1,-2,-11,0.1,-14,CCCCn1c(SCc2ncc(-c3ccccc3)o2)nc2cc(S(N)(=O)=O)ccc21
13,-5,-3,-5,-9,3,-4,5,0.0,2,O=C(Nc1nonc1NC(=O)C1CCCCC1)C1CCCCC1
